# From PubChem
# PHOSPHO1 block: PubChem AID 1565; Phosphoethanolamine/phosphocholine phosphatase (Homo sapiens), Q8TCT1; 290,000 compounds, 1.1% hits; recombinant PHOSPHO1, absorbance phosphatase assay; inhibition, % at 13.3 µM; in the data active = inhibition above about 60%
# GalR3 antagonist: GalR3 antagonists in HEK293 cells, primary screen, cell-based, fluorescence readout. Galanin receptor type 3 (Homo sapiens), O60755. HEK293 GalR3-CNG cAMP membrane potential fluorescence; galR3 body fused to GalR1 C-terminus. inhibition, % at 3 µM. 360,000 compounds, 0.44% hits;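 active = inhibition above the screen-wide average plus 3 SD, cut at about 13% in these data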;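 also: forskolin and galanin both at EC90 stimulate the cells; cAMP rise reported by CNG channel membrane potential dye signal; 0% = forskolin plus galanin with DMSO and 100% = forskolin alone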
# Target sequence (O60755 1-299 limits assumed): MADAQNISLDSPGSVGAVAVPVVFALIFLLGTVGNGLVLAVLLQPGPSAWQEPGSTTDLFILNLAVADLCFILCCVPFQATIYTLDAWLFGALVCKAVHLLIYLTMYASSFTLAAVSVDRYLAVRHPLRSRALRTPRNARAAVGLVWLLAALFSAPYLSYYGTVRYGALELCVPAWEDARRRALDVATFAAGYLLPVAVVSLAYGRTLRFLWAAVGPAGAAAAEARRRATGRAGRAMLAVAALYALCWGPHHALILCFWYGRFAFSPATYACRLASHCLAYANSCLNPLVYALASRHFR
# OXTR agonist: human OXTR agonists, primary screen, fluorescence, CHO-OTR cells, Fluo-8 calcium; Fluo-8 calcium fluorescence; normalized: DMSO 0%, oxytocin 100%; 320,000 compounds, 0.32% hits; AID 2435, 2010; activation, % at 3 µM; Oxytocin receptor (Homo sapiens), P30559;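 active = activation above the mean of all tested compounds plus 3 SD, cutoff set per screening run, cut at about 20% in these data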;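 also: peak over basal fluorescence ratio from a 100 s FLIPR kinetic read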
# V1aR counter: agonists of human V1a receptor, primary screen, counter-screen for OXTR agonist project, fluorescence, CHO-V1R cells; Vasopressin V1a receptor (Homo sapiens), P37288; Fluo-8 calcium fluorescence, agonist mode; 0% DMSO, 100% 3 nM vasopressin; activation, % at 3 µM; 320,000 compounds, 0.25% hits; AID 2797, 2010;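 active = activation above the mean activation of all tested compounds plus 3 SD, per screening run, cut at about 20% in these data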;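 also: signal is peak over basal fluorescence ratio across a 100 second FLIPR read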
# Target sequence (P37288 whole entry, looked up): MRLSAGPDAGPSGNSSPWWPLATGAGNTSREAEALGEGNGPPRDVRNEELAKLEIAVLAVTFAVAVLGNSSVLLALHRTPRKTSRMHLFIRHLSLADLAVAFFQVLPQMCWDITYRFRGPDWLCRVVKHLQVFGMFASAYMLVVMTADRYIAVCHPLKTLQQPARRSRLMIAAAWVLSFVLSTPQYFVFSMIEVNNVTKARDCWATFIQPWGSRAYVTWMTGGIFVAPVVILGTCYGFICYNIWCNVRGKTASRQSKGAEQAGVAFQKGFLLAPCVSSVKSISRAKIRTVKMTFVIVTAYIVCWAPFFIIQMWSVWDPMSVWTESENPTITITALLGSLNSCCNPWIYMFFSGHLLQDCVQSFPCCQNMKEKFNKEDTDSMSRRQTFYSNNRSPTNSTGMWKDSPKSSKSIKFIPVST
# MEKK2 WT-MEK5: modulators of MEK5 binding to wildtype MEKK2, primary screen, biochemical, multiplex bead flow cytometry, Alexa488-MEK5. Mitogen-activated protein kinase kinase kinase 2 (Homo sapiens), Q9Y2U5. Alexa488-MEK5 binding to MEKK2 WT; actives lie on both sides. binding response (% of control), % at 10 µM. 290,000 compounds, 1.1% hits; in the data active = binding response below about 67% or above about 130%
# GPR7 antagonist: GPR7 receptor antagonists, primary screen, cell-based, fluorescence, single concentration | Neuropeptides B/W receptor type 1 (Homo sapiens), P48145 | GPR7-expressing cells, fluorescence antagonist assay | inhibition, % at 4.4 µM | 290,000 compounds, 1.1% hits | AID 1861, 2009; in the data active = inhibition above about 16%, passing the limit was not always enough;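 also: cells stimulated with the agonist NPW; 0% = agonist with vehicle and 100% = vehicle without agonist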
# Target sequence (P48145 whole entry, looked up): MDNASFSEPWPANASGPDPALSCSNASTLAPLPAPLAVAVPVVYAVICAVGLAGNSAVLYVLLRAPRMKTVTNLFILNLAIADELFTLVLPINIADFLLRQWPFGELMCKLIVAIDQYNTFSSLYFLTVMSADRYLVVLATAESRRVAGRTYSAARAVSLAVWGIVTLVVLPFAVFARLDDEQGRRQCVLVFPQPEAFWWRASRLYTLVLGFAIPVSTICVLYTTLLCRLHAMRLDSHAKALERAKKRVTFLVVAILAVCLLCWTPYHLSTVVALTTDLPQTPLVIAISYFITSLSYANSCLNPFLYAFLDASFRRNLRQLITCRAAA
# MEKK3 PB1 HTS: modulators of MEKK3-MEK5 PB1 binding, primary screen, biochemical, wildtype MEKK3, multiplex bead flow cytometry, Alexa488-MEK5. Mitogen-activated protein kinase kinase kinase 3 (Homo sapiens), Q99759. bead-based flow cytometry, Alexa488-MEK5 binding to MEKK3; actives lie on both sides; 0 = blocked by unlabeled MEK5, 100 = vehicle. binding response (% of control), % at 10 µM. 290,000 compounds, 1.4% hits;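 active = binding response more than 3 SD above or below the average of its plate-row segment, actives on both sides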;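 also: Alexa488 bead fluorescence after subtracting the streptavidin-only scavenger bead signal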
# MEKK2mut PB1 HTS: MEK5 binding signal on mutant MEKK2 PB1, primary screen, biochemical, multiplex bead flow cytometry, Alexa488-MEK5; 290,000 compounds, 0.35% hits; Alexa488-MEK5 binding to MEKK2 mutant; percent response, % at 10 µM; AID 1530, 2009; in the data active = percent response above about 24%, passing the limit was not always enough; also: inactives centre near 1; some results filed as inactive read as strong as hits; reference of the scale not given here
# NALP1 inh: NALP1 inflammasome inhibitors in reconstituted yeast, colorimetric, S. cerevisiae, triplicate retest. S. cerevisiae NALP1/ASC/caspase-1 growth, X-gal OD620, 72 h. inhibition, % at 10 µM. 280,000 compounds, 0.61% hits; in the data active = inhibition mostly above about 24%, no sharp cut-off; inactive = mostly below about 32%; also: some compounds called inactive have numbers as strong as hits
# The depositor's hits bear a star; . = not tested or not shown; [ ] = remark or other dose.
SMILES,PHOSPHO1 block,GalR3 antagonist,OXTR agonist,V1aR counter,MEKK2 WT-MEK5,GPR7 antagonist,MEKK3 PB1 HTS,MEKK2mut PB1 HTS,NALP1 inh
CCCOc1ccc(C(=O)CCC(=O)OCC(=O)Nc2ccc(Oc3ccccc3)cc2)cc1,1,.,1.4,0.4,147*,3,110,71*,32
Cc1cc(NC(=O)CCC(=O)N(CC(=O)NC2CCCC2)Cc2cccs2)no1,-12,-7,-1.0,0.2,88,-12,102,-15,-5
O=C(CSc1nnc2ccc(-c3ccc(F)cc3)nn12)N1CCCC1,15,-5,-2.8,-1.6,99,-22,103,-4,0
CC/C(=C/c1ccccc1)c1cccc2[nH]c3c(OC)cccc3c12,-41,0,-0.2,0.8,109,-17,107,6,0
Cc1cccnc1CCNC(=O)CC1C(=O)NCCN1CC1CCCCC1 (configuration not stated),56,-5,0.4,-0.2,103,4,103,-1,1
O=C(c1cccs1)N(c1ccc(F)cc1)C1C=CS(=O)(=O)C1 (configuration not stated),30,-2,-0.1,0.1,96,3,93,-4,18
NS(=O)(=O)c1ccc(NC(=O)COC(=O)c2cc3ccccc3oc2=O)cc1,40,-1,-0.2,-0.3,92,1,83,-5,12
COc1ccc(S(=O)(=O)C(C#N)c2nc3ccccc3nc2N2CCC(C)CC2)cc1 (configuration not stated),100*,-2,0.7,1.1,92,.,92,-10,-2
COc1ccc(C)cc1NC(=O)CNc1ccc(C(C)=O)cc1,6,-4,0.9,1.2,98,3,98,0,25
O=C(CCCC(=O)N1CCN(c2ccccc2F)CC1)c1ccccc1,44,2,0.4,0.7,107,7,107,4,8
CC(=O)Nc1ccc(Nc2nc(C(F)(F)F)nc3c2nnn3Cc2ccccc2Cl)cc1,.,-10,3.8,2.8,104,-7,107,1,7
COc1cc(NC(=O)c2ccc([N+](=O)[O-])o2)ccc1NC(=O)c1ccco1,13,-8,1.2,-0.2,101,-7,101,1,6
O=C(CN(C(=O)CNS(=O)(=O)c1ccccc1)C1CCCC1)NCC1CCCO1 (configuration not stated),-12,6,0.0,0.6,103,-2,104,6,1
COc1ccc(C2N(C(=O)N(C)C)CCN2S(=O)(=O)c2ccc(OC)cc2)cc1 (configuration not stated),24,-8,-0.3,2.0,97,6,102,3,15
Cc1cc(C)c(N(CC(=O)NC(C)(C)C)C(=O)CNC(=O)c2cccs2)c(C)c1,-26,-5,-0.3,0.3,82,-4,95,-10,4
Cc1nnc(NC(=O)CSc2nnc(CCc3nc4ccccc4[nH]3)n2C)s1,11,-3,1.4,1.6,104,-5,100,3,5
Cc1cc(NC(=O)Nc2cccc(Cl)c2)n(-c2ccccn2)n1,4,-6,4.3,17,102,-3,101,0,11
CCOC(=O)c1ccc(NC(=S)Nc2ccccn2)cc1,14,-5,-1.3,-1.1,103,-4,104,3,8
Cc1ccc(C(c2sc3nc(C)nn3c2O)N2CC(C)OC(C)C2)cc1 (configuration not stated),3,-3,-1.4,0.4,95,-4,103,1,14
C=C(C)Cn1c(=O)c2c(nc3n2CC(C)CN3Cc2ccccc2)n(C)c1=O (configuration not stated),24,1,0.0,1.8,100,-2,103,4,0
Cn1c(N)c(C(=O)CSc2nc3ccccc3c(=O)n2Cc2ccccc2)c(=O)n(C)c1=O,-1,-2,-0.4,0.8,96,-16,97,-3,12
CC(C)C[C@@H](CN=[N+]=[N-])N1CCN(Cc2ccccc2)CCC1=O,-13,-6,-1.5,-0.4,106,12,103,1,14
CCCC(=O)NCCCc1nc2ccccc2n1CC,-9,.,-0.3,0.1,115,-14,113,4,.
Cn1ccs/c1=N\S(=O)(=O)c1ccc(F)cc1,16,0,1.5,0.2,105,-10,106,7,28
O=C(/C=C/c1ccc(Cl)c([N+](=O)[O-])c1)Nc1ccc(NC(=O)c2ccco2)cc1,0,-3,.,.,97,-10,100,0,15
Cc1nc2ccccc2n1CC(=O)N/N=C\C=C\c1ccccc1,0,-4,5.7,6.3,108,-12,110,3,-6
NNC(=O)c1ccc(CN2CCCCC2)o1,-13,-3,-0.4,0.2,90,5,84,-15,-7
O=C(C1=C[C@@H](c2ccc(C(F)(F)F)cc2)C[C@@H](OCCCCO)O1)N1CCCCCCC1,.,-4,-0.1,0.5,88,.,79,-6,.
O=C1CCC(=O)N1c1ccc(S(=O)(=O)N2CCCC2)cc1,27,-6,-0.1,0.8,106,1,105,2,23
O=C1CSC(c2ccccc2)N1c1cccnc1 (configuration not stated),33,3,-0.9,0.6,104,-10,102,7,15
CC1CCN(C(=O)Cn2nnc(-c3ccc(N)cc3)n2)CC1,.,-5,2.3,1.2,106,-8,102,3,16
COc1ccc(OCC(O)CN2CCN(c3ccc(OC)cc3)CC2)cc1 (configuration not stated),-6,-11,-0.3,1.7,113,2,113,16,20
O=S(=O)(c1ccc(F)cc1)N1CCN(CC(O)COCc2cccs2)CC1 (configuration not stated),1,-7,4.2,3.3,100,3,104,-4,19
CCOc1ccccc1N(CC(=O)Nc1c(C)n(C)n(-c2ccccc2)c1=O)S(=O)(=O)c1ccccc1,5,4,-0.9,-0.1,96,-15,100,-3,-6
CC(C)OC(=O)c1cccnc1N1CCN(c2cccc(Cl)c2)CC1,39,-5,-1.3,-1.1,95,-16,101,-6,13
CCC(C)NCCOCCOc1ccc(Cl)cc1Br (configuration not stated),34,-2,5.2,2.1,112,47*,87,3,16
CC(=O)N1CC=CC1(CC(C)C)C(=O)NCc1cc(F)cc(C(F)(F)F)c1 (configuration not stated),8,2,-0.8,-0.2,102,-4,95,2,27
O=C(Nn1c(C2CCCCC2)nc2ccccc2c1=O)c1ccc([N+](=O)[O-])cc1Cl,-5,-3,0.1,0.3,92,-3,94,-3,31
CC(C)NC(=O)C1CCN(C(=O)c2ccc(-c3ccccc3)cc2)CC1,-22,-2,0.5,2.9,93,6,95,-3,10
Cc1cc(O)ccc1N=Cc1c(C(F)(F)F)[nH][nH]c1=O,25,-3,1.1,1.7,98,-2,102,3,15
CCCCn1c(Nc2ccccc2)nc2ccccc21,5,-4,-2.5,-1.0,97,-3,105,-1,-3
COc1cc2c(cc1OC)C(C(=O)NCCN1CCOCC1)C1c3ccccc3CCN1C2=O (configuration not stated),13,-1,0.1,0.3,.,-20,.,.,19
CSc1ccccc1C(=O)NCCOc1cccc(C)c1,39,-4,-1.3,1.1,87,-2,89,-3,8
CCOc1ccc(NC(=O)CNC(=O)c2nn(-c3ccc(OC)cc3)c(=O)c3ccccc23)cc1,47,-2,-1.2,0.7,95,3,94,-7,25
Cc1ccc(OCCC(=O)Nc2ccc(F)c(Cl)c2)cc1,9,-3,-2.0,1.3,223*,-6,117,31,.

# 3 compounds out of the list above, ordered by their value in MEKK2mut PB1 HTS, ascending.
SMILES,MEKK2mut PB1 HTS
CCOc1ccc(NC(=O)CNC(=O)c2nn(-c3ccc(OC)cc3)c(=O)c3ccccc23)cc1,-7
Cc1cc(O)ccc1N=Cc1c(C(F)(F)F)[nH][nH]c1=O,3
COc1ccc(OCC(O)CN2CCN(c3ccc(OC)cc3)CC2)cc1 (configuration not stated),16

# Next section.
SMILES,PHOSPHO1 block,GalR3 antagonist,OXTR agonist,V1aR counter,MEKK2 WT-MEK5,GPR7 antagonist,MEKK3 PB1 HTS,MEKK2mut PB1 HTS,NALP1 inh
O=C(c1ccc([N+](=O)[O-])cc1)N(C1=NCCCCS1)c1ccccc1,8,-1,-1.3,-1.2,76,-6,79*[inhibitor],-6,18
N#Cc1cccc(NC(=O)Cn2cnc(S(=O)(=O)N3CCOCC3)c2)c1,15,.,0.3,0.7,99,-2,100,-3,-7
CCOC(=O)Cc1csc(N/C(=N/S(=O)(=O)c2cc(Br)ccc2OCC)c2ccccc2)n1,-9,-6,-1.7,0.1,108,-15,123,0,42
O=C(CCc1nnc(CCc2c[nH]c3ccccc23)o1)NC1CCC1,36,-4,1.6,0.3,91,5,91,-7,6
Cc1oc2cc(O)cc(O)c2c(=O)c1-c1ccc2c(c1)OCCCO2,-18,0,2.1,1.9,94,-9,92,-8,-47
COc1ccc(N(CC(=O)N2CCN(Cc3ccccc3)CC2)S(=O)(=O)c2ccccc2)cc1,29,2,1.4,0.2,103,4,99,3,11
Cc1ccnc(SCc2nc3ccccc3s2)n1,-2,-6,-1.2,-0.4,102,-17,104,6,22
CC(NC(=O)CCc1nnc(-c2ccccc2)o1)c1ccccc1 (configuration not stated),28,-1,1.3,0.2,93,-8,94,-3,1
NS(=O)(=O)c1cc(C(=O)N2CCc3ccccc32)c(Cl)cc1Cl,-1,-4,4.2,4.0,103,-4,99,4,1
CC(=O)c1ccc(NC(=O)C2=CC(c3ccco3)=NS(=O)(=O)N2C)cc1,18,1,2.4,1.6,101,-1,101,3,12
CC1CCCCN1Cc1ccc(N(C)C)cc1 (configuration not stated),18,0,0.3,1.4,87,-3,78,-8,4
CC(C)c1ccc(/C=C(/C#N)c2nnc(NC(=O)c3ccccc3)s2)cc1,5,-1,0.3,0.0,105,-7,123,1,33
CC1CCN(CCCNC(=O)CCCNC(=O)Cn2cnc3sc4c(c3c2=O)CCCC4)CC1,-3,-2,0.1,0.2,98,0,89,-2,8
O=C(CNS(=O)(=O)c1ccc(Br)s1)NCc1ccc(F)cc1,19,-9,0.0,2.1,99,-2,101,3,6
Cn1c(NCCCN2CCOCC2)nc2c1c(=O)n(Cc1ccc(Cl)cc1)c(=O)n2C,7,-8,0.4,-0.3,116,-8,96,4,20
COc1ccc(S(=O)(=O)N(C)CC(=O)Nc2cccc(C(C)=O)c2)cc1,11,-4,1.1,1.0,96,-5,100,0,20
C/C(CC(=O)N1CCCC1)=N\NC(=O)c1cc2ccccc2cc1O,24,3,0.2,0.6,96,3,100,1,-16
COc1ccc2nc(NCCO)[nH]c2c1,11,0,-0.3,0.3,101,-4,101,3,26
NC1=CC(=O)c2cccc3cccc1c23,4,.,2.3,3.6,101,-4,102,2,-2
CCCCN(CC(=O)NCc1ccc(F)cc1)C(=O)c1ccco1,-26,-5,0.1,-0.4,99,-1,100,4,-4
COc1ccc(N2C(=O)C3C(c4ccc(OC)cc4O)NC(Cc4ccccc4)(C(=O)O)C3C2=O)cc1 (configuration not stated),37,-2,-0.2,1.0,111,-2,107,-1,-11
c1ccc(-c2nc(C3CCCCC3)no2)cc1,7,-4,-0.3,1.1,88,-10,85,-5,17
CC(C)CCNC(=O)C1(O)c2ccccc2NC(=O)N1c1ccc(Cl)cc1 (configuration not stated),.,-9,0.3,3.8,105,9,104,3,18
CCOC(=O)C1=C(O)/C(=C/c2ccc(OCC(=O)O)c(OC)c2)SC1=Nc1ccc(OCC)cc1,12,-5,-2.1,-0.8,97,-6,101,2,20
COc1ccccc1N1CCN(Cc2ccco2)CC1,4,-2,-0.7,-0.6,97,-5,100,-2,-6
O=C(CSc1ccc(-c2ccncc2)nn1)N1CCCC1,-2,-2,0.3,0.3,87,3,99,-12,13
CC1CCc2c(sc3ncnc(NCc4cccnc4)c23)C1 (configuration not stated),-138,-2,-2.1,0.1,102,-20,103,0,-2
